# Assay outcomes as filed in PubChem BioAssay.
# TAAR1 ag = agonists of human TAAR1 | Q96RJ0 | CHO RD-HGA16 TAAR1, Fluo-8 calcium fluorescence; vehicle wells 0%, saturating PEA agonist 100% | activation, % at 3 µM | 360,000 tested, 0.99% active | AID 624467;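 active = activation above the mean activation of all test compounds in the run plus 3 SD, cut at about 38% in these data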
# Target sequence (Q96RJ0 whole entry, looked up): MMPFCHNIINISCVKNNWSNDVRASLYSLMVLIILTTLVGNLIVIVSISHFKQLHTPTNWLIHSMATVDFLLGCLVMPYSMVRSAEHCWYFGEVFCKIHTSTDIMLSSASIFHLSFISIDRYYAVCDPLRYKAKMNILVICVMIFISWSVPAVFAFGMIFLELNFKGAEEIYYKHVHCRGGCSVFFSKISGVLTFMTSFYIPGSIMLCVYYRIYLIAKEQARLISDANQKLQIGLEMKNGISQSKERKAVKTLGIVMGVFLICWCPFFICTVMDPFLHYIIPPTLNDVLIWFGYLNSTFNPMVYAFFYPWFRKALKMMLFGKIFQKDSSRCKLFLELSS
#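 Signal – calcium-sensitive Fluo-8 signal, excitation 470-495, emission 515-575 nm · System – RD-HGA16 (CHO) cells co-expressing Gα16 and hTAAR1 · Incubation – 17-24 h seeding, 75 min 37 °C dye, 30 min RT · Compound dosing – 3 µM single concentration · Repeats – no replicates (n 1)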
# CHRM1 antagonist = antagonists of human M1 muscarinic receptor. P11229. CHO-K1 hM1, Fluo-8 calcium fluorescence, ACh EC80 antagonist. inhibition, % at 3 µM. 360,000 tested, 1.3% active. AID 588852;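 active = percent inhibition above its own plate's cutoff, namely the mean of that plate's compound wells plus 3 SD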;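 also: peak over basal fluorescence ratio during 140 s after agonist addition; 0% = ACh EC80 plus DMSO and 100% = DMSO alone without agonist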
# M5 PAM = CHRM5 positive allosteric modulation; P08912; CHO-K1 hM5, Fluo-8 calcium, ACh EC20 PAM; 0% = ACh EC20, 100% = ACh EC100; activation, % at 3 µM; 360,000 tested, 0.3% active;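 active = activation above the run cutoff, the mean activation of all test compounds plus 3 SD, cut at about 18% in these data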
# Target sequence (P08912 whole entry, looked up): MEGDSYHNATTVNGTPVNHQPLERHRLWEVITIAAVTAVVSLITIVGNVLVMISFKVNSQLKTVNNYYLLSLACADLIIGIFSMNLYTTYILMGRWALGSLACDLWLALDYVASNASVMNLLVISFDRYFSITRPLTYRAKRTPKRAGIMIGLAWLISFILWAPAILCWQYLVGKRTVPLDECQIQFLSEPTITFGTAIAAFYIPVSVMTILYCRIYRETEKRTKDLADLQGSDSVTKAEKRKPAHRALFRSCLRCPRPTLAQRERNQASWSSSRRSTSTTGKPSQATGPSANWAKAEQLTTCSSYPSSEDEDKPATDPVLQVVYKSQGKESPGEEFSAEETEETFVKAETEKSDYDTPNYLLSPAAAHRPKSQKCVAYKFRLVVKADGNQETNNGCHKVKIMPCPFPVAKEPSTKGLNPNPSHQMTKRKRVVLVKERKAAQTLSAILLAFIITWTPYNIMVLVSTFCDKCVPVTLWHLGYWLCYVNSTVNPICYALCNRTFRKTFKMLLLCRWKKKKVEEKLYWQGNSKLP
#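 Assay system – human M5 receptor in CHO-K1 cells · Read-out – % activation, ACh-normalized · Technique – Fluo-8 calcium fluorescence · Dosing – single-point, 3 µM nominal · Incubation – Fluo-8 loading 80 min at 37 °C plus 30 min room temperature · Repeats – singlicate, one well per test compound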
# M4 antag = blocks acetylcholine activation of human M4 receptor; 360,000 tested, 0.73% active; CHO-hM4 cells, ACh EC80, Fluo-8 calcium fluorescence; P08173; inhibition, % at 3 µM;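 active = inhibition above its plate's cutoff, the mean inhibition of sample wells plus 3 SD, cut at about 27% in these data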;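 also: 0% = acetylcholine EC80 with DMSO and 100% = DMSO without agonist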
# CHRM1 PAM = positive allosteric modulators of human M1 muscarinic receptor | activation, % at 3 µM | P11229 | AID 588819 | 360,000 tested, 0.088% active | CHO-K1 hM1, Fluo-8 calcium fluorescence, ACh EC20; 0% = ACh EC20, 100% = maximal ACh; in the data active = activation above about 19%, passing the limit was not always enough
# CHRM5 agonist = agonists of human muscarinic M5 receptor (CHRM5); P08912; CHO-K1 hM5 cells, Fluo-8 calcium fluorescence; 0% DMSO wells, 100% maximal acetylcholine response; activation, % at 3 µM; 360,000 tested, 0.19% active; AID 624037;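 active = activation above the run's mean over test compounds plus 3 SD, cut at about 23% in these data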;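 also: signal is peak over basal fluorescence ratio across the kinetic read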
# CHRM1 agonist = human M1 muscarinic receptor agonism | P11229 | activation, % at 3 µM | AID 588814 | CHO-K1 hM1, Fluo-8 calcium fluorescence, agonist mode; 0% DMSO, 100% acetylcholine EC100 | 360,000 tested, 0.33% active;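 active = activation above the run's mean compound activation plus 3 SD, cut at about 16% in these data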;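 also: peak over basal fluorescence ratio within a 140 s kinetic read after compound addition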
# CHRM5 antagonist = blocks acetylcholine activation of human M5 receptor | P08912 | CHO-hM5 cells, Fluo-8 calcium fluorescence, ACh EC80 | inhibition, % at 3 µM | 360,000 tested, 0.59% active;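 active = inhibition above a per-plate cutoff, the mean of that plate's test compounds plus 3 SD, cut at about 27% in these data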;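 also: 0% = acetylcholine EC80 with DMSO and 100% = DMSO without agonist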
# CHRM4 agonist = agonists of human muscarinic M4 receptor (CHRM4); P08173; activation, % at 3 µM; CHO-K1 hM4/Gqi5, Fluo-8 calcium fluorescence; vehicle 0%, full acetylcholine response 100%; 360,000 tested, 0.14% active;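 active = activation above the run mean over all test wells plus 3 SD, cut at about 32% in these data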;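 also: peak over basal fluorescence ratio per well then scaled between controls; 0% = DMSO wells and 100% = acetylcholine at EC100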
# Active calls of the source: *; x = no result given.
mol,TAAR1 ag,CHRM1 antagonist,M5 PAM,M4 antag,CHRM1 PAM,CHRM5 agonist,CHRM1 agonist,CHRM5 antagonist,CHRM4 agonist
Brc1csc(/C=N/Nc2nc3ccccc3s2)c1,0,10,-7,-1,-14,-3,-8,-5,-1
CCN(CC)S(=O)(=O)c1ccc(N2CCOCC2)c(NC(=O)CN2C(=O)NC3(CCCC3)C2=O)c1,1,5,6,5,1,0,-5,5,1
COc1cc(OC)cc(C(=O)OCC(=O)Nc2ccc(N3CCCCC3)cc2)c1,8,1,4,-5,2,-6,-5,-8,1
Cc1nn2c(N)c(C#N)cnc2c1-c1ccccc1,7,-14,5,0,14,1,-4,-5,2
Cc1ccc(S(=O)(=O)N2[C@@H](c3ccc(Br)cc3)C(C(=O)O)=CC[C@H]2c2ccc3c(c2)OCO3)cc1,1,-3,-4,-3,1,0,-3,6,1
O=C(CSc1nnnn1-c1ccccc1)NCC1(N2CCCCC2)CCCCC1,0,4,-4,1,-5,-8,-9,8,0
O=C(NCCO)c1ccc2nc(Cc3cccc(Cl)c3)oc2c1,1,7,-1,10,-1,-1,6,8,1
COc1ccccc1N1CCN(C(=O)C(F)F)CC1,2,6,-3,1,-2,2,-3,-1,3
CC(=O)Nc1cccc(-c2csc(Nc3cccc(C)n3)n2)c1,-1,-7,-6,-5,16,1,6,2,8
Cc1ccc(NC(=O)C2CCCN2S(=O)(=O)c2ccc3c(c2)n(C)c(=O)c(=O)n3C)cc1C (stereo not drawn),0,-20,-3,-5,15,-5,-11,3,0
COC(=O)c1ccc2nc(C3CCCCC3)c(Cc3cccc(Cl)c3)n2c1,-1,-32,-20,11,0,-8,-5,16,-1
COc1cccc(N2CC(NC(=O)c3cccc4ccccc34)CC2=O)c1 (stereo not drawn),4,-5,-5,-7,6,2,-3,4,12
Cc1ccccc1N(C=O)c1ccccc1C,-1,-12,-1,-4,2,-2,-3,3,0
COCCCNC(=S)NNC(=S)Nc1ccccc1,3,-5,1,1,16,0,-1,4,1
O=C(CN1C(=O)NC2(CCCCC2)C1=O)Nc1ccc(N2CCOCC2)cc1,0,-6,4,7,7,2,-6,1,0
Cc1ccc(N(CC(=O)NCc2ccccc2Cl)S(=O)(=O)c2cccs2)cc1,8,6,-5,-6,-11,-3,-9,6,6
O=C1NC(=S)CN1c1ccccc1,7,16,-5,5,-3,-2,-3,17,2
CN1CCc2c(sc(NC(=O)Cc3ccccc3)c2C#N)C1,2,-11,0,-3,11,2,-3,0,1
CN(C)S(=O)(=O)c1ccc2nnn(OCC(=O)NC34CC5CC(CC(C5)C3)C4)c2c1,7,3,-9,-2,3,0,-6,11,6
Cc1ccc(OCCNC(=O)C2CC(=O)N(c3ccc(C)cc3)C2)cc1 (stereo not drawn),15,-5,-1,0,5,-1,-3,4,0
O=C(NCCCN1CCCC1=O)c1cc2c(s1)CCCCC2,3,-8,3,1,7,-2,-5,3,2
C[C@@]12C(=O)N(c3ccc(C(F)(F)F)cc3)C(=O)N1[C@@H]1c3ccccc3OC[C@@H]1[C@H]2c1ccccc1,x,18,-6,16,-13,-3,-5,18,0
Cc1cc(/C=N/NC(N)=O)c(C)n1-c1ccc(F)cc1,-1,-7,1,5,5,1,-4,10,1
COc1ccc(CC(=O)Nc2ccccc2C(=O)N2CCOCC2)cc1OC,1,3,-4,7,-2,-1,-5,5,1
O=C(c1cccs1)C1C(c2ccc(Br)cc2)NC(=S)NC1(O)C(F)(F)F (stereo not drawn),11,18,-20,77*,-26,-7,-11,14,1
c1ccc(-c2nc(CSc3nnnn3-c3ccccc3)cs2)cc1,2,5,3,2,-2,7,-3,-3,-1
COc1cc2[nH]c(C(=O)N(C)C3CCS(=O)(=O)C3)cc2c(OC)c1OC (stereo not drawn),0,-4,-3,-1,5,-2,-2,4,0
c1ccc(Cn2nnc3c(NCc4ccc5c(c4)OCO5)nc(C4CC4)nc32)cc1,4,4,-2,-3,-1,-2,-4,2,1
C/C(=N/N1CCN(Cc2cccc3ccccc23)CC1)c1ccco1,-2,18,1,-1,-9,-2,-4,11,0
C=CCNCCCCOc1c(Cl)cc(C)cc1Br,30,1,5,4,4,-5,-4,-1,9

# Brought forward from above: three compounds; new compounds follow.
mol,TAAR1 ag,CHRM1 antagonist,M5 PAM,M4 antag,CHRM1 PAM,CHRM5 agonist,CHRM1 agonist,CHRM5 antagonist,CHRM4 agonist
c1ccc(Cn2nnc3c(NCc4ccc5c(c4)OCO5)nc(C4CC4)nc32)cc1,4,4,-2,-3,-1,-2,-4,2,1
C/C(=N/N1CCN(Cc2cccc3ccccc23)CC1)c1ccco1,-2,18,1,-1,-9,-2,-4,11,0
C=CCNCCCCOc1c(Cl)cc(C)cc1Br,30,1,5,4,4,-5,-4,-1,9
COc1ccc(OC)c(C2CC(=O)N3CN(c4ccccc4)CSC3=C2C#N)c1 (stereo not drawn),3,-10,1,-3,7,0,-4,1,1
Cc1ccc(C2C(C(=O)c3cccs3)=C(O)C(=O)N2c2ccc(S(N)(=O)=O)cc2)cc1 (stereo not drawn),13,-11,5,-7,4,0,-2,1,-1
COc1ccc(-c2noc(CN3CCCC(OCc4ccccn4)C3)n2)cc1 (stereo not drawn),1,-5,1,2,1,-1,2,-2,2
CN(C)c1ncnc2c1ncn2[C@H]1CN(Cc2ccccc2)C[C@@H](CO)O1,0,-2,1,-11,5,2,0,-6,1
Cc1cc(C)cc(OCC(=O)N(Cc2ccc(N(C)C)cc2)C2CCS(=O)(=O)C2)c1 (stereo not drawn),3,-5,5,-5,7,4,-1,10,1
Cc1ccc(Cl)c(NC(=O)CCl)c1Cl,0,5,5,1,4,-6,-5,2,1
CS(=O)(=O)c1ccc(C(=O)N2CCN(Cc3ccccc3)CC2)cc1,3,-15,-7,-4,15,-2,-2,0,2
COC(=O)Cn1c2ccc(OC)cc2c2nc3ccccc3nc21,4,-4,2,2,9,-2,-2,-3,0
Cc1cc(-c2nnc3sc(-c4ccc(Cl)cc4Cl)nn23)n[nH]1,0,-19,4,1,5,-5,-1,8,0
Cc1nn(C)c(C(=O)N/N=C/c2cccc3ccccc23)c1Cl,4,-8,-1,4,4,-4,-5,5,1
O=C(O)C1C2C=CC(C2)C1C(=O)NCc1cccc(Cl)c1 (stereo not drawn),24,-29,1,-3,15,6,-1,-9,1
O=C(NCc1cccnc1)c1cc(C2CCCN(C(=O)c3cccc(O)c3)C2)on1 (stereo not drawn),3,-15,0,-11,8,1,-7,8,0
O=C(NNC(=O)c1cc(-c2ccncc2)nc2ccccc12)c1ccccc1F,10,-11,-6,-5,3,1,-2,6,10
CSc1ccc(/C=N/NC(=O)CN2CCN(Cc3ccccc3)CC2)cc1,17,9,3,24,-6,-3,-7,1,0
Cc1cc(NS(=O)(=O)c2ccc(NC(=O)CSc3nnc(-c4ccco4)n3Cc3ccco3)cc2)nc(C)n1,0,-3,2,5,4,0,-1,-3,0
Cc1ccc(CN(c2ccc(C(=O)NCC3CCCO3)cc2)S(C)(=O)=O)cc1 (stereo not drawn),8,-5,5,-3,11,1,1,6,3
S=C(Nc1ccc(Cl)cc1Cl)Nn1cnnc1,5,1,2,-4,4,0,-7,1,1
Cc1c(CN2CCC(Oc3ccc(C(=O)N4CCCCC4)cc3)CC2)cnn1C,1,6,-1,8,-8,-8,-5,8,0
N#CC(c1ccc(Cl)cc1)(c1ncc(C(F)(F)F)cc1Cl)N1CCOCC1 (stereo not drawn),6,11,1,13,-6,2,-7,1,-1
CCC(=O)N1c2ccccc2NC2=C(C(=O)CC(C)(C)C2)C1c1cccnc1 (stereo not drawn),2,8,9,4,4,-3,1,10,3
CSc1ccccc1NC(=O)CN(C)CC(=O)c1c(C)[nH]c2ccccc12,7,-4,-5,-4,3,4,1,-2,9
Cc1ccc(NC(=O)CN(C)Cc2ccc(F)cc2)c([N+](=O)[O-])c1,6,-4,-2,10,2,-1,-6,-6,-1
CCOC(=O)[C@@H]1[C@H]2COc3cc(OC)ccc3[C@@H]2N2C(=O)N(c3ccc(F)cc3)C(=O)[C@@]12C,6,0,-21,4,-7,5,0,12,11
CCOP(=O)(OCC)C(NC(=O)c1cccs1)C(F)(F)F (stereo not drawn),2,-5,0,-12,2,-2,0,-5,1
CCCCCCn1cc(CN(C)C2CN(Cc3cn(CCCCCC)nn3)S(=O)(=O)C2)nn1 (stereo not drawn),1,x,-5,7,x,0,x,-1,2
COc1cc(C(C)=O)ccc1OC(=O)c1cc2cccc(OC)c2oc1=O,0,-2,4,-1,3,1,-2,-2,0
Cc1ccc(S(=O)(=O)N2CCSC2C(=O)O)cc1 (stereo not drawn),1,-9,-3,9,11,0,-5,2,0
CCC(C(=O)NCCc1c[nH]c2cc(OC)ccc12)c1ccccc1 (stereo not drawn),0,-14,-6,3,2,-3,-2,10,5
CCCCCC(=O)N1CCN(c2ccc(C(C)=O)cc2F)CC1,2,-2,-13,-16,0,3,-1,-2,11
O=C(Nc1ccccc1)C1CCCCC1,7,-14,-3,-6,6,-1,-4,-1,-1
O=C(O)C1CCCN1C(=O)C12CC3CC(CC(C3)C1)C2 (stereo not drawn),5,-20,6,0,10,-1,-2,4,0
C=Cc1ccc(CC2(C)C(=O)Nc3ccc(-c4cccnc4)cc32)cc1 (stereo not drawn),0,2,-8,3,-3,1,-1,-2,12
O=C(Nc1cccc(-c2nc3ncccc3o2)c1)c1ccc2c(c1)OCO2,3,-7,-4,-7,4,1,-3,14,9
CCCCn1c(N)c(N(CC(C)C)C(=O)c2cccc(S(=O)(=O)N(CC)c3ccccc3)c2)c(=O)[nH]c1=O,4,-7,-1,7,8,2,-3,2,1
O=C(O)/C=C/c1cccnc1,1,-10,6,5,13,1,-1,2,0
O=C(c1ccc(F)cc1)N1CCC(C(=O)N2CCN(S(=O)(=O)c3cccc(F)c3)CC2)CC1,0,-13,5,-14,8,3,-3,-2,2
CCOc1ccc(NC(=O)COc2ccc(C(=O)NC3CCCc4ccccc43)cc2OC)cc1 (stereo not drawn),1,-3,10,-1,10,1,-5,-6,2
Cc1ccccc1Nc1nc(N)nc(CSc2nnc3sc4ccccc4n23)n1,12,2,-7,7,-8,-2,-7,16,3
CCOC(=O)C1(Cc2cccc(Cl)c2)CCCN(C(=O)c2occc2C)C1 (stereo not drawn),1,-13,-7,4,11,-4,-2,8,5

# Some of the compounds tested. The share of hits here may be higher or lower than overall.
